Screening data: PubChem BioAssay, National Center for Advancing Translational Sciences (NCATS)
EPAC2 ag: EPAC2 (human) agonism | Potency, µM (highest dose often 154 µM), without a hit: top-dose activation, usual class: activators | EPAC2 activation, biochemical qHTS; response scale: 100% = 6.5 mM cAMP response | Q8WZA2 | hit rate 0.079% among 360,000; also: potency is read from the fitted curve at half-maximal effect; nearly all actives have a fitted effect of over 50% in size
Target sequence (Q8WZA2 whole entry, looked up): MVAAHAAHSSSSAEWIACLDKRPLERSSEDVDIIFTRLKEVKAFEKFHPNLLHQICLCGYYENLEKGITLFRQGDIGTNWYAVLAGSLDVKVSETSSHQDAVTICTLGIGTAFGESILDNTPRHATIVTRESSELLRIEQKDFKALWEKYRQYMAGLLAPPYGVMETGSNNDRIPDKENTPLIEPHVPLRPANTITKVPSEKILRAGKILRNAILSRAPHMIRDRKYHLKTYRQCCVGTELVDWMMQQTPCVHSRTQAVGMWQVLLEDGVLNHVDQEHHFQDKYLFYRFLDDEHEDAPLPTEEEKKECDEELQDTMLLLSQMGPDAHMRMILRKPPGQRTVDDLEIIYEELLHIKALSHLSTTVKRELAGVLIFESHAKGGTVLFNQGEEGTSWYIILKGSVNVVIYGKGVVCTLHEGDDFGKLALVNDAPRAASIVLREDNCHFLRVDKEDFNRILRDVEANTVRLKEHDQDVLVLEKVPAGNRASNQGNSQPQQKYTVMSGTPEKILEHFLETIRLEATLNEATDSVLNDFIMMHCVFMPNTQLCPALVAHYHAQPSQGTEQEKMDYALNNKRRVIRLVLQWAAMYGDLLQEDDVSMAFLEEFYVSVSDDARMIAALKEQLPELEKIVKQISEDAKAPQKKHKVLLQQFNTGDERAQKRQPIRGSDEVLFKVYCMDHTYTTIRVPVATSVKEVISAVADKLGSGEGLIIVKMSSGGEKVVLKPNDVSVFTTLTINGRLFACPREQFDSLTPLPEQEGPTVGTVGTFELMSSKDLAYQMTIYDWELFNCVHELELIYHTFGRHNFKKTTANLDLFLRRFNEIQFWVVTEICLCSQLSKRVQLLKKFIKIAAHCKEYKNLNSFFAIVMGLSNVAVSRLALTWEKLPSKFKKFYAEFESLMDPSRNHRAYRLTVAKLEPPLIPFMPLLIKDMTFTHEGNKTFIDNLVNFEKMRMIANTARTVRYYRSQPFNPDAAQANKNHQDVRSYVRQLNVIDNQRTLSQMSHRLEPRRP
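Readout is BODIPY fluorescence (480 nm excitation, 540 nm emission), which falls as labeled GDP is exchanged off Rap1B. EPAC2 at 100 nM acted on 250 nM RAP1B-BODIPY-GDP with 50 uM GDP present.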
ATXN2 expr inh: ATXN2 expression inhibition; HEK-293 ATXN2-luciferase reporter, luminescence, 24 h; Potency, µM (top dose mostly 57 µM), without a hit: top-dose activity change, negative = inhibition, most hits filed as inhibitors; hit rate 0.72% among 360,000; AID 1745845; also: potency is read from the fitted curve at half-maximal effect; % is scaled to controls: 0 for no effect and ±100 for the full control effect; nearly all actives have a fitted effect of over 55% in size
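ATXN2-luciferase reporter cells (luciferase flanked by upstream and downstream ATXN2 gene portions) were treated 24 h at 37 °C with compounds at up to 57 uM. SteadyGlo luminescence gave expression; GF-AFC fluorescence gave viability.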
IL-2 act: activators of IL-2. activation, % (series mostly up to about 46 µM). hit rate 0.065% among 360,000. AID 652025. IL-2 activation reporter assay, cell-based qHTS; stimulated with anti-CD3/CD4/CD28 beads; in transgenic mouse T cells; in the data active = activation above about 50%; inconclusive = mostly about 30% to 49%; also: 0% is about no effect
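Unstimulated transgenic mouse T cells preincubated 60 min with compound, then stimulated with anti-CD3/anti-CD4-coated beads plus anti-CD28 for 18 h at 37 degrees C. IL-2 response read as EGFP and DsRed fluorescence by plate cytometry.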
HepG2 viability: counter-screen for TGF-b inhibitors: cytotoxicity in HepG2 cells; HepG2 CAGA-GFP viability, ATP luminescence, 18 h; hit rate 0.76% among 410,000; AID 588856; Potency, µM (highest dose often 46.1 µM), without a hit: top-dose activity change, negative = cytotoxicity, actives largely listed as cytotoxic; also: potency is read from the fitted curve at half-maximal effect; some results filed as inactive show a strong effect at the top dose
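CellTiter-Glo luminescence gave cytotoxicity after 18 hours at 37 degrees C. The cells were HepG2 CAGA-GFP in 1% FBS DMEM, stimulated with 500 pg/mL TGF-beta after compound addition. %Activity was normalised to no-cell wells (complete cell-killing) and DMSO (no toxicity), and curves were fitted and classified.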
A549 viability: A549 cytotoxicity, counter-screen for Nrf2 inhibitors; A549 ARE-Fluc cells, CellTiter-Fluor viability, 18-24 h; Potency, µM (series often up to 46 µM), for the others: top-dose activity change, negative = cytotoxicity, usual class: inhibitors; hit rate 0.16% among 390,000; also: potency is read from the fitted curve at half-maximal effect; % is scaled to controls: 0 for no effect and ±100 for the full control effect
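Cytotoxicity counterscreen: CellTiter-Fluor fluorescence was measured in A549 ARE_Fluc cells after 18-24 h of compound exposure in a concentration series. The subsequent BugLite luminescent read reports ARE-luciferase activity.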
S2 tox: reduces viability in counter-screen for ATXN expression inhibitors; S2 cells (HEK-293 line with an ATXN2-luciferase reporter) viability, CellTiter-Fluor protease fluorescence, 24 h; Potency, µM (top dose mostly 56.7 µM), most hits filed as cytotoxic; hit rate 0.49% among 400,000; AID 651635; also: potency is read from the fitted curve at half-maximal effect; nearly all actives have a fitted effect of over 40% in size
Nrf2 ARE act: Nrf2 pathway activation; AREc32 ARE-luciferase reporter (MCF7-derived line), luminescence, 24 h; Potency, µM (top dose mostly 46.1 µM), for the others: top-dose activation, actives largely listed as activators; hit rate 0.31% among 410,000; also: potency is read from the fitted curve at half-maximal effect; % of control where 0% means no effect; nearly all actives have a fitted effect of over 65% in size
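Luciferase luminescence (Steady-Glo, 30 min at room temperature) served as the read-out of ARE activation in AREc32 cells treated with compounds for 24 hr at 37 deg C.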
Nrf2 inh: inhibitors of Nrf2 signaling; hit rate 2.1% among 360,000; Potency, µM (highest dose often 46 µM), without a hit: top-dose activity change, negative = inhibition, most hits filed as inhibitors; A549 ARE-Fluc reporter, luciferase luminescence, 18-24 h; also: potency is read from the fitted curve at half-maximal effect; % is scaled to controls: 0 for no effect and ±100 for the full control effect; nearly all actives have a fitted effect of over 60% in size
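Quantitative HTS in A549 cells stably bearing an antioxidant response element-firefly luciferase construct. Inhibition of Nrf2-driven transcription was scored by luminescence after 18-24 h of compound exposure at 37 °C.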
TGFb SMAD3 inh: blocks TGF-b signaling; HepG2 CAGA-GFP TGF-b/SMAD3 reporter, GFP fluorescence, 18 h; TGF-beta stimulated, 500 pg/mL final; Potency, µM (titrated, usually from 46.1 µM), inactives show at the top dose activity, negative = inhibition, usual class: inhibitors; hit rate 1.2% among 410,000; also: potency is read from the fitted curve at half-maximal effect; % is scaled to controls: 0 for no effect and ±100 for the full control effect; nearly all actives have a fitted effect of over 65% in size
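HEPG2 CAGA-GFP reporter cells (1000/well, DMEM with 1% FBS) received compounds, then recombinant TGF-beta at 500 pg/mL final for 18 hours at 37 degrees C. Per-cell GFP summed per well was normalised to unstimulated and stimulated DMSO controls before curve fitting.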
The depositor's hits bear a star; i = inactive; ? = inconclusive; . = no result given; [ ] = remark or other dose. Unless noted, calls follow the shape of the dose curve; as a rule, active = well fitted curve in the direction sought with a large enough effect; inconclusive = small, poorly fitted or top-dose-only effect, or another doubt; inactive = no such curve, though single readings can be large; an effect the other way counts as inactive or inconclusive.

cpd | SMILES | EPAC2 ag | ATXN2 expr inh | IL-2 act | HepG2 viability | A549 viability | S2 tox | Nrf2 ARE act | Nrf2 inh | TGFb SMAD3 inh
1 | CC1=NN(c2ccc(Cl)cc2)C(=O)C1C(c1ccccc1O)c1c(C)[nH]n(-c2ccc(Cl)cc2)c1=O (stereo not given) | -8.6% | -12.9% | -0.6 | -44.6% | -10.1% | i | 18.4% | 15.2% | ?
2 | NS(=O)(=O)c1cc(C(=O)N2CCc3ccccc32)c(Cl)cc1Cl | 2.4% | . | -2.0 | 1.7% | 0.2% | . | 0.0% | 4.7% | 0.0%
3 | CCN1C(=O)N[C@H](c2ccc(Br)cc2)C(C(=O)OC)=C1C | 9.0% | 6.5% | 4.5 | -1.8% | -0.8% | i | -0.5% | -3.6% | -0.6%
4 | CC(C)(C)c1ccc(OCc2ccc(C(=O)NCc3cccnc3)o2)cc1 | 9.5% | . | -3.3 | -21.2% | -15.2% | ? | 2.8% | ? | -8.4%
5 | Cc1ccc(-n2c(=O)c3sccc3n(CC(=O)NCc3ccco3)c2=O)cc1 | 10.4% | 0.0% | 0.3 | -14.4% | -7.5% | i | 0.3% | . | -2.4%
6 | COCCCNCCCCOc1c(Cl)cc(C)cc1Br | -3.2% | -38.7% | -3.4 | -46.4% | 3.2% | i | 0.0% | 14.3% | 19.9%
7 | CCc1noc(C)c1C(=O)OCC(=O)Nc1nc(-c2ccc(F)c(F)c2)cs1 | 0.5% | -15.0% | 0.1 | -20.8% | -3.8% | ? | 1.5% | ? | -10.5%
8 | Cc1cc(Cl)cc(C)c1OCCOCCNCc1ccccc1 | 8.3% | . | -0.4 | 14.1µM* | 0.9% | ? | -0.6% | 2.7% | ?
9 | COc1ccccc1CNC(=O)c1cc(C(C)=O)c[nH]1 | 3.1% | -5.4% | 0.6 | 0.9% | 2.6% | i | 0.1% | -15.1% | 0.0%
10 | CC(=O)Nc1cccc(/C(C)=N/NC(=O)c2cccs2)c1 | 0.1% | 17.3% | 2.0 | 1.9% | -0.4% | i | 3.3% | ? | 3.5%
11 | O=C1CCCCCN1C(=O)c1ccc(C(=O)N2CCCCCC2=O)cc1 | -3.4% | 1.8% | -2.8 | 2.1% | -1.0% | ? | -0.3% | -10.3% | 8.2%
12 | CC(C)n1c(C(=O)OCC(=O)NCc2ccc3c(c2)OCO3)cc2sccc21 | 15.3% | -29.3% | 0.9 | -21.6% | -9.9% | i | -0.7% | ? | ?
13 | CCOC(=O)C1=C(C)OC(N)=C(C#N)C1c1ccc(OC)c(CSc2ccccn2)c1 (stereo not given) | 11.5% | . | -3.6 | -25.3% | 6.9% | i | ? | -9.8% | -37.4%
14 | COc1ccc(OC)c(-n2c(-c3cnccn3)n[nH]c2=S)c1 | 2.2% | . | -0.3 | 10.4% | 2.2% | . | -0.2% | 1.1% | -4.9%
15 | O=C(C1CCN(c2ncnc3c2nc2n3CCCCC2)CC1)N1CCN(c2ccccc2)CC1 | . | . | . | -23.2% | -4.4% | . | 0.5% | -1.5% | ?
16 | CC(NC(=O)C1CCCN(S(=O)(=O)c2cccc3nonc23)C1)c1ccccc1 (stereo not given) | -0.4% | -7.1% | 2.4 | -49.8% | 8.0% | i | -0.4% | -16.6% | -20.8%
17 | Cc1ccc(S(=O)(=O)NCc2cccnc2)cc1C(=O)N1CCCC1 | 1.6% | 12.1% | 1.1 | 5.4% | -3.1% | i | -0.8% | -5.4% | 3.9%
18 | O=C(Nc1ccc(S(=O)(=O)N2CCOCC2)cc1)c1ccc2c(c1)S(=O)(=O)c1ccccc1C2=O | 10.9% | -10.3% | -3.5 | -7.5% | -0.1% | i | 0.1% | -9.7% | -12.5%
19 | C/C(=N/NC(=O)CC1N=C(Cc2ccccc2)NNC1=O)c1cccnc1 (stereo not given) | -3.3% | -8.5% | -0.2 | -19.6% | 0.4% | i | 0.3% | 1.0% | -1.1%
20 | C=CCSc1nnc(NC(=O)c2ccc(NC(C)=O)cc2)s1 | 7.1% | 41.1%[activator] | -1.3 | 1.9% | ? | i | 2.3% | ? | 1.8%
21 | Nc1ccc(-c2nnn(Cc3ccccc3F)n2)cc1 | 1.9% | 42.7%[activator] | 0.8 | -9.3% | -0.4% | i | 3.6% | ? | 27.0%
22 | O=C(Nc1ccccc1C(=O)NCc1cccnc1)c1cccc([N+](=O)[O-])c1 | 3.4% | -17.5% | 0.7 | -2.6% | 9.4% | i | 3.5% | -9.0% | 8.8%
23 | CC(C)(C)S(=O)N1Cc2cc(=O)n(Cc3ccccc3)c(CCO)c2[C@H]1CCO (stereo not given in full) | 0.3% | ? | 0.6 | -4.2% | 10.7% | i | 2.6% | 4.6% | -1.5%
24 | CCC1CCC/C1=N\NC(=O)CCC(=O)Nc1ccccc1Cl (stereo not given) | 4.2% | -4.1% | 1.1 | -2.2% | 3.8% | i | -0.5%[9.22 µM] | 19.3% | -6.9%
25 | CCc1cc(S(N)(=O)=O)cc(CC)c1NC(C)=O | -0.1% | 9.8% | -1.4 | -6.4% | 0.7% | i | -0.7% | 3.4% | 26.3%
26 | COc1cccc(CN2CCC(CO)(CC3CCCCO3)CC2)c1 (stereo not given) | 8.2% | -5.1% | 0.0 | -9.3% | 13.9% | i | 0.2% | -3.9% | -7.2%
27 | Cc1ccc(C(=O)Nc2ccc(Oc3ccc(C(=O)O)c(C(=O)O)c3)cc2)cc1C | -1.5% | -27.5% | -0.4 | 4.2% | 10.2% | i | -1.0% | . | 2.3%
28 | COc1cccc(OC)c1C(=O)Nc1nc2c(s1)CCc1ccccc1-2 | . | -0.1% | . | -17.5% | 17.2% | i | -0.6% | 11.0% | -21.3%
29 | CCOC(=O)N1CCC(NC(=O)c2ccccc2C(=O)O)CC1 | 5.8% | 0.2% | -2.2 | -4.0% | 1.4% | i | 0.4% | 3.4% | 10.4%
30 | NC(=O)C1CCCN(CCc2ccccc2)C1 (stereo not given) | 5.6% | -4.3% | -0.4 | 3.5% | 1.5% | i | -0.2% | ? | -0.3%

Single records (already shown):
CCOC(=O)C1=C(C)OC(N)=C(C#N)C1c1ccc(OC)c(CSc2ccccn2)c1 (stereo not given) is entered as EPAC2 ag = 11.5%; ATXN2 expr inh = .; IL-2 act = -3.6; HepG2 viability = -25.3%; A549 viability = 6.9%; S2 tox = i; Nrf2 ARE act = ?; Nrf2 inh = -9.8%; TGFb SMAD3 inh = -37.4%
COc1ccccc1CNC(=O)c1cc(C(C)=O)c[nH]1 is entered as EPAC2 ag = 3.1%; ATXN2 expr inh = -5.4%; IL-2 act = 0.6; HepG2 viability = 0.9%; A549 viability = 2.6%; S2 tox = i; Nrf2 ARE act = 0.1%; Nrf2 inh = -15.1%; TGFb SMAD3 inh = 0.0%

(more compounds)
cpd | SMILES | EPAC2 ag | ATXN2 expr inh | IL-2 act | HepG2 viability | A549 viability | S2 tox | Nrf2 ARE act | Nrf2 inh | TGFb SMAD3 inh
31 | Cc1ccc(NC(=S)N(Cc2ccco2)C(C)c2cccs2)c(Cl)c1 (stereo not given) | -2.7% | -9.0% | -3.1 | -0.9% | 1.4% | i | -0.9% | -28.2% | ?
32 | CN1CCN(C(=O)C2CCCN(c3ncnc4c3nc3n4CCCCC3)C2)CC1 (stereo not given) | 0.4% | 2.9% | -0.1 | 6.4% | 1.4% | i | -0.2% | 7.3% | 7.0%
33 | COc1ccccc1C(=O)Nc1cc(Cl)ccc1-n1cncn1 | 4.7% | -14.4% | -2.5 | 0.4% | 1.1% | i | 10.3% | 7.7% | 2.9%
34 | Cc1cc(C(=O)N2CCN(c3cc(Cl)ccc3C)CC2)c2c(C)nn(-c3ccccc3)c2n1 | . | -16.5% | . | 15.8% | -1.2% | i | 0.0% | -29.0% | -1.4%
35 | COC(=O)c1cc(S(=O)(=O)N2CCN(c3cccc(Cl)c3)CC2)c[nH]1 | -1.3% | -20.7% | -2.7 | -16.0% | -5.6% | i | -0.3% | ? | -12.5%
36 | COc1ccc(NC(=O)N(C)C[C@H]2Oc3ccc(NC(=O)CCN4CCOCC4)cc3C(=O)N([C@@H](C)CO)C[C@H]2C)cc1 | 3.3% | 1.7% | -0.2 | -4.7% | 2.7% | i | -0.6% | -7.6% | -3.3%
37 | COc1ccc(S(=O)(=O)Nc2ccc3oc(C)c(C(=O)O)c3c2)cc1 | 15.4% | -1.3% | 0.1 | -5.0% | 6.1% | i | -0.1% | 4.9% | 0.8%
38 | CCN(CC1CCCN(CCc2cccc(F)c2)C1)C(=O)c1cc(C)oc1C (stereo not given) | -5.8% | -13.4% | -4.3 | -30.2% | -6.6% | i | 3.1% | 8.8% | -2.0%
39 | Cc1oc2ncnc(N3CCCCC3)c2c1C(=O)N1CCN(c2ccc(Cl)cc2)CC1 | . | 3.3% | . | 5.2% | -5.8% | i | -0.9% | 20.6% | -1.7%
40 | Cc1ccccc1-c1nc2sc(C)c(C)c2c(=O)o1 | 6.1% | 25.6% | -0.2 | 12.6% | 13.7% | i | 26.1% | ? | 11.8%
41 | CNCCCOc1ccc(Cl)cc1C(C)(C)C | 6.3% | ? | -4.2 | -101.0% | 0.4% | ? | 9.6% | -4.7% | ?
42 | COc1cc(C(=O)O)ccc1OCC(=O)N1CCOCC1 | -0.6% | -3.0% | -0.7 | -17.3% | -7.7% | i | -0.2% | -11.4% | -15.5%
43 | O=C(Cn1ncc2c3ccccc3n(Cc3ccccc3)c2c1=O)N1CCN(c2ccccn2)CC1 | 4.1% | 13.9% | -1.2 | -22.4% | 11.3% | i | -0.6% | -1.8% | -31.6%
44 | S=c1[nH]nc(-c2ccco2)n1-c1ccccc1Cl | 5.8% | 20.9% | -4.2 | -25.6% | 5.7% | i | 2.9% | 11.6% | 1.3%
